Screening results: PubChem, several laboratories
DAGLB inh = DAGLB lipase inhibitors, primary screen, biochemical, fluorescence, HTS; actives 0.059% (n = 340,000); Diacylglycerol lipase-beta (Homo sapiens), Q8NCG7; AID 504411, 2011; HEK293T DAGLB membrane lysate, EnzChek fluorogenic substrate; inhibition, % at 5.17 µM; in the data active = inhibition above about 34%;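 note: 0% = enzyme with vehicle and 100% = wells lacking enzyme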
C-LANA FP = inhibitors of KSHV C-LANA binding to DNA, primary screen, biochemical, fluorescence polarization, FAM-LBS DNA, MBP-C-LANA, single point; actives 0.078% (n = 340,000); inhibition, % at 9 µM; Kaposi's sarcoma herpesvirus LANA C-terminal domain (residues 932-1162) DNA binding; AID 504423, 2011;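 active = highest replicate inhibition at or above 60% at 9 µM, even if other replicates fall short; inactive = all replicates below 60% inhibition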;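 note: 0% = neutral control wells and 100% = 4 µM acridine orange control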
RTF Ca sens act = cardiac RTF calcium sensitivity activators, primary screen, biochemical, IANBD-TnC fluorescence, EC20 calcium | Troponin I, cardiac muscle (Homo sapiens) + Troponin T, cardiac muscle (Homo sapiens) + … | IANBD-labeled TnC RTF fluorescence at EC20 calcium; 0% EC20 calcium, 100% full calcium | activation, % at 7.2 µM | actives 0.24% (n = 340,000);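 active = activation above the mean over all tested compounds plus 3 SD, cut at about 30% in these data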;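 note: rise in fluorescence read as greater calcium sensitivity of cardiac thin filaments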
Keap1 Nrf2 FP = Keap1-Nrf2 protein-protein interaction inhibitors, primary screen, biochemical, fluorescence polarization, single point; Kelch-like ECH-associated protein 1 (Homo sapiens), Q14145; Keap1 Kelch-Nrf2 peptide fluorescence polarization, 1536-well; inhibition, % at 9.4 µM; actives 0.15% (n = 340,000); AID 504523, 2011; in the data active = inhibition above about 12%;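 note: human Keap1 Kelch domain with fluorescein labeled Nrf2 9mer peptide probe; 0% = neutral control wells and 100% = peptide positive control; higher means more block of Keap1 binding to Nrf2 peptide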
Target sequence (Q14145 whole entry, looked up, the tested form may be a part): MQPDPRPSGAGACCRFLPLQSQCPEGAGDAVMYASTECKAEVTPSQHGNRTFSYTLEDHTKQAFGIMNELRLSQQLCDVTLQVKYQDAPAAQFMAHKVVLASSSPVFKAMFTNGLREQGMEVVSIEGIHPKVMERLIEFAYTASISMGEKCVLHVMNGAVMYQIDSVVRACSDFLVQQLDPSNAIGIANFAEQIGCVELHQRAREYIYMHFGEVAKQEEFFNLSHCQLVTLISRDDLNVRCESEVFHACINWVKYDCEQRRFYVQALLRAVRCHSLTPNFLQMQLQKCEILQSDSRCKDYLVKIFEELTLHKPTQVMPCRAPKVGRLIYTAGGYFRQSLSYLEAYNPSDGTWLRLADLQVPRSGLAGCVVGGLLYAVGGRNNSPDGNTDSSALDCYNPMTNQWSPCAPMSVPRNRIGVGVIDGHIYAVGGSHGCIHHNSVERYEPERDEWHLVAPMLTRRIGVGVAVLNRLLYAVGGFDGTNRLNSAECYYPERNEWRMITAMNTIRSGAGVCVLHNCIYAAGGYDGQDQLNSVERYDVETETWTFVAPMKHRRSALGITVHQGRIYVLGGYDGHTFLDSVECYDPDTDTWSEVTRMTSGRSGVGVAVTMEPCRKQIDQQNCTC
CAL PDZ FP-1 = untagged CAL PDZ binding inhibitors, primary screen, biochemical, fluorescence polarization, HTS; Golgi-associated PDZ and coiled-coil motif-containing protein (Homo sapiens), Q9HD26; purified CAL PDZ, TMR-peptide fluorescence polarization, 1 h; inhibition, % at 24.9 µM; actives 0.92% (n = 300,000); AID 602252, 2012;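 active = mean inhibition of at least 30% with at least half of replicates also reaching 30%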;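 note: 0% = DMSO neutral control and 100% = excess unlabeled competitor peptide PRC23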
CAL PDZ FP-2 = CAL PDZ peptide-binding inhibitors, primary screen, biochemical, fluorescence polarization, Cer-tagged CAL PDZ, HTS | Golgi-associated PDZ and coiled-coil motif-containing protein (Homo sapiens), Q9HD26 | purified CAL PDZ, TMR-peptide fluorescence polarization, 1 h | inhibition, % at 20 µM | actives 0.02% (n = 330,000) | AID 504414, 2011;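 active = highest replicate inhibition of at least 40%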;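 note: plate controls were DMSO neutral control wells for no effect and unlabeled competitor peptide control wells for full effect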
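Material: tagged CAL PDZ protein CerCALP, purified; buffer or medium: sodium phosphate/NaCl buffer pH 7.4 with TCEP, IgG, Thesit; also added: fluorescent TMR peptide probe; schedule: 1 h incubation at room temperature before polarization reading; technique: fluorescence polarization from S- and P-plane intensities, G-factor corrected; control set: unlabelled peptide and DMSO controls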
SR-BI DiI-HDL act = activators of SR-BI mediated DiI-HDL uptake, primary screen, ldlA[mSR-BI] CHO cells, DiI fluorescence. 3 h; 100 = double the neutral-control signal. activation, % at 12.5 µM. actives 0.096% (n = 320,000). AID 504775, 2011;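 active = mean replicate activation of at least 60% and every replicate at or above 60%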;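 note: 0% = median plate neutral-control signal and 100% = twice that signal; values of inactives mirror those of a sister screen read the other way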
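Test system: SR-BI-overexpressing, LDLR-lacking CHO cells; Also added: labelled HDL, 10 µg/mL; Measured by: bottom-read cell fluorescence after medium removal, ex 550/em 595 nm; Timing: 3 h uptake period with compound, 37 °C; Buffer or medium: F12, 0.5% BSA, 25 mM HEPES; Doses: single compound concentration, delivered by pin transfer.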
PKA-R2B act = activators of PKA-R2B holoenzyme, primary screen, biochemical, fluorescence polarization, Cy5-IP20, human; PKA-R2B holoenzyme dissociation; R2B truncated from residue 108, S112A mutant; 0% DMSO only, 100% 113 µM cGMP; AID 504700, 2011; activation, % at 11.4 µM; actives 0.079% (n = 340,000);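 active = activation above a cutoff set at the mean over all compounds plus 3 SD, cut at about 18% in these data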;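 note: higher means more holoenzyme dissociation and a rise in polarization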
Target sequence (P31323 whole entry, looked up, other chains not shown, the tested form may be a part): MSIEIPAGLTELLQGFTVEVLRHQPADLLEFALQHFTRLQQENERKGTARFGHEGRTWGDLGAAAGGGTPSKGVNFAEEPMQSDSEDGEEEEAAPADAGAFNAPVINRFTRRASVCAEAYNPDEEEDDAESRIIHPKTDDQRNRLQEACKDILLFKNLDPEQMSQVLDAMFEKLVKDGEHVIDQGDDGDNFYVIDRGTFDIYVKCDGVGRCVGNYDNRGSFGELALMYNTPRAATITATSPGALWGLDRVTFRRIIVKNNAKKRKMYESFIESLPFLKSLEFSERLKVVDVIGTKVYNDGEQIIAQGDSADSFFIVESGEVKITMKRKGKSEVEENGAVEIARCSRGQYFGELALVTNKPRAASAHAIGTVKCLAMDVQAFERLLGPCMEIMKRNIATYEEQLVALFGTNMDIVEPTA
Rtt109 Vps75 = inhibitors of C. albicans Rtt109/Vps75 HAT, primary screen, biochemical, ThioGlo CoA-SH fluorescence, plate reader | Histone acetyltransferase RTT109 (Candida albicans (strain SC5314 / ATCC MYA-2876)), … | purified Rtt109/Vps75, 4 h | inhibition, % at 34.9 µM | actives 0.16% (n = 330,000) | AID 540336, 2011;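 active = inhibition of at least 50% in every replicate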
RTF Ca sens inh = cardiac RTF calcium sensitivity inhibitors, primary screen, biochemical, IANBD-TnC fluorescence, EC70 calcium; Troponin I, cardiac muscle (Homo sapiens) + Troponin T, cardiac muscle (Homo sapiens) + …; IANBD-labeled cardiac RTF, Ca2+ fluorescence; inhibition, % at 7.15 µM; actives 0.12% (n = 340,000);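 active = inhibition above the mean inhibition of all tested compounds plus 3 SD, cut at about 17% in these data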;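 note: assay run at fixed EC70 calcium of 1.6 mM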
* hit, by the source's call; nt = not tested or not shown. The order is random. About 1.6% of those tested had a hit in this group.

no.	SMILES	DAGLB inh	C-LANA FP	RTF Ca sens act	Keap1 Nrf2 FP	CAL PDZ FP-1	CAL PDZ FP-2	SR-BI DiI-HDL act	PKA-R2B act	Rtt109 Vps75	RTF Ca sens inh
1	COc1cccc(C(=O)NCC(=O)NCc2cc(=O)n(C)c(=O)n2C)c1OC	0	1.5	-8	-1	4	-1.9	11	-7	-2	-1
2	Cc1cc(C)c2c(N)c(-c3nnc(SCc4ccc(Cl)cc4)n3C)sc2n1	3	-0.8	6	2	11	-0.3	5	5	-9	3
3	CCCc1nccn1S(=O)(=O)c1cc(OC)ccc1OC	0	-0.1	-2	-1	-2	-1.3	16	3	-18	-1
4	CCN(CC)c1ccc(/C=N/n2c(C)nc3ccccc3c2=O)cc1	2	-0.3	-1	-3	-2	0.0	-3	-1	0	-8
5	COc1ccc(-c2csc(NC(=O)c3cccc(N4C(=O)CCC4=O)c3)n2)cc1C	1	-0.7	2	-4	-2	-2.8	-61	0	-7	-2
6	CCOc1ccc2[nH]c(=O)c(CN(CCc3ccccc3)C(=O)N3CCOCC3)cc2c1	-2	0.2	-1	-5	nt	-0.4	17	2	-7	-6
7	Clc1ccc(-c2nnc(N3CCCC3)nn2)cc1	7	-0.3	-3	1	-4	-1.1	-4	-1	-8	2
8	COc1cc2cc(CN(CCc3ccccc3C)C(=S)NCCCN(C)C)c(=O)[nH]c2cc1OC	1	-4.0	1	-4	-6	-0.9	24	-14	0	10
9	CN1C(=O)c2ccccc2Sc2ccc(NC(=O)NC3CC3)cc21	2	0.4	12	-1	-8	-3.1	22	2	3	-3
10	CNc1ncc(C(=O)c2ccc(Cl)c(Cl)c2)s1	-1	-1.4	-2	0	-3	-3.4	2	3	-8	-8
11	Cc1ccc(C)c(S(=O)(=O)N2CCCOC2CNC(=O)C(=O)NC2CCCC2)c1 (stereo not drawn)	0	0.5	1	-9	18	-2.1	-18	6	-9	-3
12	CC(C)(C)c1ccc(N/N=C(\C#N)S(=O)(=O)C(C)(C)C)cc1	1	0.1	0	-2	4	-0.6	-27	-6	6	-8
13	Cc1ccc(N2C(=O)N(CC(=O)NCc3ccccc3Cl)C(=O)C2C)cc1 (stereo not drawn)	-1	0.9	3	0	-4	-0.7	-2	-9	8	6
14	Cc1nc(-c2ccccc2)sc1-c1nc(-c2ccccc2)ncc1S(=O)(=O)c1ccccc1	-7	0.3	-1	0	1	-5.1	-16	6	-4	-14
15	CC1CCCC(C)N1C(=O)COC(=O)c1ccc(Br)c(S(=O)(=O)N2CCOCC2)c1 (stereo not drawn)	-1	-0.4	1	-1	-4	0.1	-9	-3	5	1
16	COc1ccccc1N1CC(C(=O)Nc2nnc(SC)s2)CC1=O (stereo not drawn)	0	-1.1	-7	2	2	-1.2	32	3	4	0
17	CN(C)c1ccc(CN(C(=O)COc2ccc(Br)cc2)C2CCS(=O)(=O)C2)cc1 (stereo not drawn)	1	-0.7	1	-1	0	-0.2	-2	0	9	-5
18	C=CCN=C(NC#N)SCC(=O)NCc1ccccc1	-3	0.4	0	0	3	-1.2	nt	-11	-5	-1
19	Cn1ncc([N+](=O)[O-])c1C(=O)Nc1nc2ccccc2n1CCN1CCCCC1	-3	-1.3	2	2	-4	-0.8	7	2	-15	-3
20	Cc1cc(NC(=O)C2CCC2)n(-c2ccccn2)n1	-1	0.1	-5	-3	0	-1.8	-3	-6	6	-4
21	O=C(Nc1ncn[nH]1)c1ccc(Cl)c(S(=O)(=O)Nc2ccc(Cl)cc2)c1	3	1.0	7	2	-2	-1.7	11	-12	2	2
22	Cc1ccc2cc(CCNC(=O)c3cccc([N+](=O)[O-])c3)c(=O)[nH]c2c1	2	1.4	0	0	-2	-0.6	-7	-4	nt	-9
23	O=C(Nc1ccccc1)Nc1nc(-c2ccc(F)cc2)cs1	-2	1.0	8	-6	-3	0.1	-42	-3	-3	-2
24	COc1ccc(-n2cc(-c3ccccc3)nc2SC)cc1	-1	0.0	1	-2	2	-2.2	-50	-8	4	-18
25	CC(NC(=O)CCNS(=O)(=O)c1cccc2nsnc12)c1ccccc1 (stereo not drawn)	0	-1.9	0	-4	-1	-0.6	nt	0	-6	-17
26	Cc1sc2ncn(CC(=O)NCc3ccccn3)c(=O)c2c1S(=O)(=O)N1CCOCC1	1	-0.5	-2	2	nt	-0.6	38	-15	-12	7
27	COc1ccc(CCNC(=O)CC2(CC3=NS(=O)(=O)c4ccccc4N3)CCCC2)cc1OC	1	1.1	-1	0	-4	-2.6	-7	7	-4	-4
28	Cc1cc(N2CCC(C)CC2)nc(-n2nc(C)cc2C)n1	-6	-1.4	0	2	-4	-0.5	-30	-5	15	2
29	CCOCC(=O)Nc1cccc(NC(C)=O)c1	1	0.3	-2	1	-6	-0.9	3	-5	-3	2
30	N#Cc1cnn2cc(CCN3CCOCC3)c(-c3ccc(F)cc3)nc12	-1	0.2	7	0	-7	-0.9	-9	-2	6	-21
31	N#CC1=C(N)C(C#N)(C#N)C2(CCC3(CC2)OCCO3)C2CC3(CC=C12)OCCO3 (stereo not drawn)	-1	0.2	0	-1	-20	-2.0	28	9	3	-10
32	Cc1ccc(NC(=O)COC(=O)c2ccc([N+](=O)[O-])s2)c(C)c1	-1	2.3	4	-2	1	-0.6	31	8	1	-17
33	COc1ccc(S(=O)(=O)N(Cc2ccccc2)c2ccccc2C(=O)O)cc1	-2	0.2	5	0	nt	0.9	10	-1	1	-1
34	COc1cccc(C(=O)Nc2cc(C(=O)NCc3ccc(C)cc3)ccc2N2CCC3(CC2)CC(c2ccccc2)=NO3)c1	3	-1.0	0	0	-10	-0.3	-26	-9	-4	-12
35	Fc1cccc(F)c1-c1nc2c(s1)CCc1onc(-c3ccc(Br)cc3)c1-2	1	-0.4	1	-4	5	-2.9	7	-2	-7	-3
36	CCN(CC(=O)NCc1cccs1)C(=O)/C=C/c1ccc(OC)cc1OC	-3	-0.9	5	3	-3	-2.6	-27	2	8	-6
37	Cc1ccccc1NC(=O)OCCN1CCN(Cc2ccccc2)CCC1=O	-1	1.5	-4	4	-3	-1.1	-10	15	-2	-14
38	CCCc1ncc(C(O)c2ccc(OC)cc2)n1C (stereo not drawn)	-1	1.8	-5	-3	2	-2.6	2	5	-5	-8
39	CC(=O)N1CCN(c2ccc(S(=O)(=O)N3CCCCC3)cn2)CC1	0	0.5	2	-5	-3	-0.9	0	2	7	-8
40	Cc1cc2ccccc2n1CCNC(=O)c1ccccc1	0	-2.9	0	3	-4	0.0	-18	5	-2	-10
41	COc1cc(C2C(C#N)=C(N)Oc3n[nH]c(-c4cccs4)c32)cc(OC)c1O (stereo not drawn)	0	-0.8	2	-2	-5	13	1	-1	11	-4
42	C/C(=N\NC(=O)c1ccc(C)cc1C)c1ccc2c(c1)Nc1ccccc1S2	9	1.7	4	-6	-2	-0.9	-42	-12	-2	-2
43	COc1ccc(C(=O)COC(=O)CCN2C(=O)C3C4CC(C(Br)C4Br)C3C2=O)cc1 (stereo not drawn)	0	2.2	0	-8	-5	-2.0	13	-6	-3	-6
44	COc1ccc(CNc2nc(=S)[nH]c3cc(OC)c(OC)cc23)cc1	-1	-1.1	-4	-1	-5	-0.1	-13	1	-10	0
45	CCOC(=O)c1c(NS(C)(=O)=O)sc2c1CCC(C)C2 (stereo not drawn)	0	-4.6	-2	-4	-5	-1.4	-4	-17	-6	-1
46	CCN(Cc1ccccc1)S(=O)(=O)c1cc(C(=O)O)ccc1OC	-2	1.0	-4	2	-2	0.3	-4	3	0	-5
47	CC(c1ccc(Br)cc1)N1CC23C=CC(O2)C(C(=O)O)C3C1=O (stereo not drawn)	-1	-3.4	-2	3	-3	1.0	5	3	5	3
48	C=CCn1c(CCC(O)COCCC)n[nH]c1=S (stereo not drawn)	-2	-1.1	-2	6	0	-0.7	38	-12	0	1
49	C/C(=N\Nc1ccc(C(=O)O)cc1)c1ccc(Cl)s1	7	-2.0	-2	-5	-1	-4.2	nt	6	-8	-11
50	CCC(CO)NCc1ccc(OC2CCCC2)cc1 (stereo not drawn)	-1	-1.3	4	-8	47*	-0.4	-13	-5	1	-1
51	Cc1cc2oc(=O)cc(CN(C)Cc3ccc(OC(F)F)cc3)c2cc1Cl	-17	-0.2	-8	-6	0	-1.6	-23	4	-10	-2
52	CC(C)(CO)NS(=O)(=O)c1ccc2c(c1)C(=O)c1cc(S(=O)(=O)NC(C)(C)CO)ccc1-2	1	1.8	4	-4	1	0.5	20	-16	2	-9
53	N=c1c(C(=O)NCC2CCCO2)cc2c(=O)n3ccccc3nc2n1Cc1cccnc1 (stereo not drawn)	0	17	4	8	4	-2.3	8	1	-215	-12
54	OC(CNCc1ccco1)Cn1c2ccc(Br)cc2c2cc(Br)ccc21 (stereo not drawn)	-6	0.9	-26	-3	-2	-2.4	23	-4	-14	3
55	CCC(NS(=O)(=O)c1c(C)[nH]c(=O)[nH]c1=O)C12CC3CC(CC(C3)C1)C2 (stereo not drawn)	7	2.1	2	1	4	-0.5	30	12	-10	-2
56	CC(=O)c1cccc(NC(=O)[C@@H](NC(N)=O)C(C)C)c1	-2	0.8	-2	1	-2	-2.0	7	-3	9	-9
57	O=C(/C=C/c1ccc2c(c1)OCO2)c1ccco1	-2	0.9	-8	2	-6	-0.6	0	-1	14	-5
